From PubChem
APEX1 inh: qHTS Assay for Inhibitors of the Human Apurinic/apyrimidinic Endonuclease 1 (APE1) | DNA repair nuclease/redox regulator APEX1 (Homo sapiens), P27695 | recombinant APE1, TAMRA/BHQ-2 abasic DNA cleavage fluorescence | Potency, µM (top dose mostly 65.8 µM), without a hit: at the top dose activity change, negative = inhibition, most hits filed as inhibitors | hit rate 0.35% among 350,000;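 further: potency means the concentration at half of the fitted maximal effect; plate controls were vehicle for no effect and reference inhibitor for full effect; nearly all actives have a fitted effect of over 55% in size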
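Step 1: APE1 (0.75 nM) with compound, 15 min RT. Step 2: add 50 nM fluorophore/quencher THF duplex. Step 3: three fluorescence reads 60 s apart (525/598 nm); read 3 minus read 1 = reaction progress.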
PGK inhibitor: qHTS Assay to Find Inhibitors of Phosphoglycerate Kinase; PGK/GAPDH coupled, Kinase-Glo luminescence, 60 min; hit rate 0.043% among 380,000; Phosphoglycerate kinase, glycosomal (Trypanosoma brucei brucei), P07378; AID 602233, 2012; Potency, µM (titrated, usually from 57.5 µM), for the others: at the top dose activity change, negative = inhibition, usual class: inhibitors; further: potency means the concentration at half of the fitted maximal effect; on the % scale 0 is the no-effect control and ±100 the full control effect; nearly all actives have a fitted effect of over 60% in size
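Luminescent ATP detection (Kinase-Glo Plus) follows a 60-minute room-temperature incubation, with wells lacking PGK as controls. Buffer: 100 mM TEA (pH 7.6), 5 mM MgCl2, 0.01% Tween-20. Coupling enzyme GAPDH (100 nM final) supplies unstable 1,3-BPG in-well.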
Pol eta inh: qHTS for Inhibitors of Polymerase Eta | DNA polymerase eta (Homo sapiens), Q9Y253 | recombinant Pol eta, fluorescent DNA replication assay | Potency, µM (doses to about 114 µM), for the others: at the highest dose activity change, negative = inhibition, usual class: inhibitors | hit rate 1.2% among 390,000 | AID 588591, 2011; further: potency means the concentration at half of the fitted maximal effect; on the % scale 0 is the no-effect control and ±100 the full control effect
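Pol eta (10 nM) was preincubated with compounds for 15 min at room temperature, after which fluorescent replication substrate (50 nM final) was added to start the reaction. Fluorescence was read kinetically at 0 and 10 min.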
POLK inh: qHTS for Inhibitors of Polymerase Kappa; purified Pol kappa, fluorescent DNA synthesis assay, 10 min; hit rate 0.53% among 400,000; DNA polymerase kappa (Homo sapiens), Q9UBT6; Potency, µM (titrated, usually from 107 µM), without a hit: at the top dose activity, negative = inhibition, hits mostly inhibitors; further: potency means the concentration at half of the fitted maximal effect; on the % scale 0 is the no-effect control and ±100 the full control effect
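Pol kappa 10 nM + cpd, 15 min RT; start w/ substrate 50 nM final; fluorescence kinetic read, 0 and 10 min. Neg ctrl: buffer, no enzyme.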
Anesthetic bind: qHTS Assay for Identification of Novel General Anesthetics | hit rate 0.074% among 350,000 | Potency, µM (titrated, usually from 77.5 µM), inactives show at the highest dose activity change, negative = displacement, actives largely listed as inhibitors | Ferritin light chain (Equus caballus), P02791 | apoferritin/1-aminoanthracene competitive binding, fluorescence; further: potency means the concentration at half of the fitted maximal effect; on the % scale 0 is the no-effect control and ±100 the full control effect; nearly all actives have a fitted effect of over 20% in size
Target sequence (P02791 2-175 limits assumed): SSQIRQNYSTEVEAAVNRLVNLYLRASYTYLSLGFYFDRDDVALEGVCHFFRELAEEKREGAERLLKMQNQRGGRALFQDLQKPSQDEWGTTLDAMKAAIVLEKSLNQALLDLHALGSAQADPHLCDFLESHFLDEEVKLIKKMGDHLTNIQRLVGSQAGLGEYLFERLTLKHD
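Apoferritin-based anesthetic binding model; compound displacement of fluorescent 1-AMA measured as endpoint fluorescence after 10 minutes at room temperature, scaled to free-ligand and complex controls.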
BLM inh: qHTS Assay for Inhibitors of Bloom's syndrome helicase (BLM); RecQ-like DNA helicase BLM (Homo sapiens), P54132; recombinant BLM DNA unwinding, fluorescence dequenching; Potency, µM (highest dose often 56.1 µM), without a hit: top-dose activity change, negative = inhibition, actives largely listed as inhibitors; hit rate 0.2% among 350,000;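 further: potency means the concentration at half of the fitted maximal effect; plate controls were vehicle for no effect and no enzyme for full effect; nearly all actives have a fitted effect of over 35% in size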
Pol iota inh: qHTS for Inhibitors of Polymerase Iota; Pol iota fluorescent replication assay, 10 min; Potency, µM (series often up to 115 µM), for inactives: at the top dose activity, negative = inhibition, actives largely listed as inhibitors; hit rate 1% among 390,000; further: potency means the concentration at half of the fitted maximal effect
Target sequence (Q9UNA4 whole entry, looked up): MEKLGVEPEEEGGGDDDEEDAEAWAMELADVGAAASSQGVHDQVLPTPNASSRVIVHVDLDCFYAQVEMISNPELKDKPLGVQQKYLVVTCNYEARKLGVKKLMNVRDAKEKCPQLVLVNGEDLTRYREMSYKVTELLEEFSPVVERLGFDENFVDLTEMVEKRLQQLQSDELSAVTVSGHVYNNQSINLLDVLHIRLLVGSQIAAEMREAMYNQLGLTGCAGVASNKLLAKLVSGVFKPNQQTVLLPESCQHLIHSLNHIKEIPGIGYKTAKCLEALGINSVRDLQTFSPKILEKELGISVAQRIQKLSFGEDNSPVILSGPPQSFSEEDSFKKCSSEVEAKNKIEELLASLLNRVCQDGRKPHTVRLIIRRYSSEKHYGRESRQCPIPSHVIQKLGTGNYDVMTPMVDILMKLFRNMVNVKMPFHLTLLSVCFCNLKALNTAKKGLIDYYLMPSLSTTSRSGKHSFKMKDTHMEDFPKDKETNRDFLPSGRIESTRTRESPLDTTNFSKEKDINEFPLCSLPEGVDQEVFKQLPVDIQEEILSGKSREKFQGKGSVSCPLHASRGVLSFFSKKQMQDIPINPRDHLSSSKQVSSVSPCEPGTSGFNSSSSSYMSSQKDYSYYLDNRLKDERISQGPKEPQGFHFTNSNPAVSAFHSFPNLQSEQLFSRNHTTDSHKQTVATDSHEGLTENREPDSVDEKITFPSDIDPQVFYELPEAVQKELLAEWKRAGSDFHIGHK
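Fluorescent replication assay read twice, at 0 min and 10 min after adding 50 nM (final) substrate. Enzyme (10 nM) and compounds were first incubated 15 min at room temperature; enzyme-free buffer wells were negative controls.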
POLB inh: qHTS Assay for Inhibitors of DNA Polymerase Beta | Pol beta primer extension/strand displacement, fluorescence kinetic | Potency, µM (top dose mostly 114 µM), without a hit: at the top dose activity change, negative = inhibition, usual class: inhibitors | hit rate 1.3% among 340,000 | AID 485314, 2010; further: potency means the concentration at half of the fitted maximal effect; on the % scale 0 is the no-effect control and ±100 the full control effect
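Preincubation: enzyme (10 nM) with compound, 15 min, RT. Reaction: substrate added to 50 nM final. Reads: 0 and 10 min. Analysis: normalized, Hill fit.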
RXFP1 antagonist: qHTS Assay for Antagonists of the Relaxin Receptor RXFP1 | AID 1259400, 2018 | Relaxin receptor 1 (Homo sapiens), Q9HBX9 | hit rate 0.59% among 350,000 | activity change, negative = inhibition, % at 57.5 µM | HEK293-RXFP1, relaxin-stimulated cAMP HTRF, 30 min; hits give low values;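 active means activity change of -60% or lower, but not beyond a set lower limit; inconclusive means change between -60% and -40%, or beyond the set limit; inactive means change above -40%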; further: on the % scale 0 is the no-effect control and ±100 the full control effect
* marks the source's active call; other numbers are inactive results; i = inactive; ? = inconclusive; / = not tested or not shown; [ ] = dose if it differs, or a comment. Unless noted, the call rests on the fitted dose curve; in most records, active means well fitted curve in the direction sought with a large enough effect; inconclusive means small, poorly fitted or top-dose-only effect, or another doubt; inactive means no such curve, though single readings can be large; an effect the other way counts as inactive or inconclusive.

SMILES	APEX1 inh	PGK inhibitor	Pol eta inh	POLK inh	Anesthetic bind	BLM inh	Pol iota inh	POLB inh	RXFP1 antagonist
C=CCOC(=O)COc1ccc2c(C)c(CC)c(=O)oc2c1	0%	-2%	-8%	-9%	-11%	-1%	1%	3%	3
O=C(O)[C@@H]1CSC2c3ccccc3C(=O)N21 (stereo not given in full)	-15%	0%	0%	-13%	0%	-4%	-15%	16%	0
CCOC(=O)c1c(NC(=O)C(C)Sc2cn(C)c3ccccc23)sc2c1CCC2 (stereo not given)	?	i	-4%	-8%	-6%	-14%	15%	-1%	8
NS(=O)(=O)c1ccc(CCn2c(=S)[nH]c3ccc(F)cc3c2=O)cc1	1%	-1%	-9%	3%	-16%	2%	-1%	12%	-16
Cc1ccc[n+](CC(=O)Nc2cccc(Cl)c2)c1	-4%	-10%	-17%	8%	-8%	5%	4%	27%	1
COc1ccc(Nc2nc(-c3cccc(Cl)c3)c3c(n2)-c2ccccc2OC3)cc1	/	-2%	3%	9%	-5%	-1%	-4%	80%	-18
C/C(=N\O)c1ccc2c3c([nH]c2c1)CCCC3	0%	i	-18%	1%	7%	-5%	3%	-14%	?
COc1ccc(CCNC(=O)[C@H](C)NC(=O)N2CCn3c2nc2ccccc23)cc1OC	40%	-5%	-2%	4%	-5%	2%	44%[activator]	39%	19
COc1ccc(-c2cc(C(=O)OC3CCOC3=O)c3ccccc3n2)cc1 (stereo not given)	-10%	-7%	-1%	-8%	-13%	-1%	1%	?	-13
CCNC(=S)NNC(=O)CCn1cc(C)cn1	6%	-4%	-12%	0%	1%	-4%	8%	16%	-9
CCN(CC)CCNC(=O)C(=O)Nc1cc2c3c(c1)CC(=O)N3CCC2	2%	-1%	-5%	0%	-20%	17%	4%	?	20
Cc1ccc(Cl)cc1N1CCN(Cc2cc3c(cc2O)CCC3)CC1	-2%	4%	4%	-9%	1%	0%	5%	32%	-6
C=CCN(c1ccccc1)S(=O)(=O)c1cccc(C(=O)Nc2ccc(N3CCOCC3)cc2)c1	-4%	6%	-22%	-5%	/	/	64%[activator]	/	-16
Cc1c(Nc2nc3ccccc3nc2NS(=O)(=O)c2ccccc2)c(=O)n(-c2ccccc2)n1C	?	/	12%	-6%	-8%	1%	-9%	55%	24
COC(=O)c1cc2occc2n1Cc1nc(-c2ccccc2Cl)oc1C	?	7%	-11%	-1%	-10%	2%	-1%	-10%	/
N#CCSc1nc2c(c(=O)n1Cc1ccccc1)C1(CCCC1)Cc1ccccc1-2	-2%	-2%	-18%	-4%	-9%	-5%	-7%	2%	-10
CCOc1cc(/C=C2/C(=N)N3C=CSC3=NC2=O)ccc1OCCCOc1ccccc1C	-3%	-4%	?	-1%	-14%	-14%	-10%	?	/
COC(=O)C(CC(C)C)N(Cc1cc(OC)cc(OC)c1)S(=O)(=O)c1ccccc1Br (stereo not given)	-3%	2%	-17%	-12%	/	/	6%	/	/
COc1ccc(C(=O)COC(=O)CCCN=C2NS(=O)(=O)c3ccccc32)c(OC)c1	-5%	1%	-8%	-14%	/	/	11%	/	-7
O=C(COC(=O)c1cccnc1Cl)c1ccc(OC(F)F)cc1	0%	-9%	-6%	-6%	-17%	-1%	38%[activator]	-12%	-13
Nc1c(-c2nc(-c3ccc(F)cc3)cs2)c2ccccn2c1C(=O)c1ccc2c(c1)OCO2	/	/	/	3%	-9%	-7%	18%	27%	3
CS(=O)(=O)N1CCc2cc(C(=O)NC3CC3)ccc21	2%	-2%	-14%	-15%	0%	-4%	62%[activator]	14%	-3
COc1cccc(C(=O)NCC(=O)N2CCC(C)CC2)c1	13%	-6%	-12%	-2%	-15%	0%	-5%	21%	-6
Cc1ccc(C(=O)N/N=C\c2ccccn2)cn1	7%	-7%	-11%	-4%	-11%	3%	-29%[58.9 µM]	13%	-1
CCn1c(=O)c2ccccc2n(Cc2ccccc2C)c1=O	9%	-5%	4%	-12%	?	-1%	16%	-7%	15
COC(=O)c1ccccc1NC(=O)C1CCCO1 (stereo not given)	6%	-2%	?	-17%	4%	-4%	?	4%	-4
CC(=O)c1c(C)nc(-c2cccc([N+](=O)[O-])c2)n1O	6%	-3%	-8%	0%	-8%	-10%	106%[activator]	0%	-22
COc1ccc(OC)c(NC(=S)N2CCc3ccccc3C2)c1	-5%	1%	1%	-7%[60.1 µM]	-5%	-3%	1%	?	1
CC(C)c1onc(C(=O)NCc2ccc(Cl)cc2)c1[N+](=O)[O-]	12%	-9%	-8%	-13%	-12%	2%	29%	1%[57.1 µM]	-4
COc1ccc(-c2cc(C(=O)NCCCn3ccnc3)c3ccccc3n2)c(OC)c1	22%	-4%	-15%	0%	-15%	-1%	107%[activator]	13%	1

Part of the list above in order of formula weight, highest first.
SMILES	APEX1 inh	PGK inhibitor	Pol eta inh	POLK inh	Anesthetic bind	BLM inh	Pol iota inh	POLB inh	RXFP1 antagonist
Nc1c(-c2nc(-c3ccc(F)cc3)cs2)c2ccccn2c1C(=O)c1ccc2c(c1)OCO2	/	/	/	3%	-9%	-7%	18%	27%	3
CCn1c(=O)c2ccccc2n(Cc2ccccc2C)c1=O	9%	-5%	4%	-12%	?	-1%	16%	-7%	15
COc1cccc(C(=O)NCC(=O)N2CCC(C)CC2)c1	13%	-6%	-12%	-2%	-15%	0%	-5%	21%	-6
CC(=O)c1c(C)nc(-c2cccc([N+](=O)[O-])c2)n1O	6%	-3%	-8%	0%	-8%	-10%	106%[activator]	0%	-22
COC(=O)c1ccccc1NC(=O)C1CCCO1 (stereo not given)	6%	-2%	?	-17%	4%	-4%	?	4%	-4

Continuation.
SMILES	APEX1 inh	PGK inhibitor	Pol eta inh	POLK inh	Anesthetic bind	BLM inh	Pol iota inh	POLB inh	RXFP1 antagonist
N#Cc1c(-c2cccc(Br)c2)cc(-c2ccco2)[nH]c1=O	-1%	-7%	50µM*	-38%	109%[activator]	?	?	18µM*	-39
CSCCC(NC(=O)c1ccccc1)C(=O)NC1CC1 (stereo not given)	6%	-8%	-18%	-6%	-1%	-4%	-2%	-27%	4
COc1cc(Cl)c(C)cc1NC(=O)Cn1cc(S(=O)(=O)N2CCN(c3ccccc3F)CC2)c2ccccc2c1=O	/	10%	-19%	-23%	3%	-9%	28%	3%	/
O=C(CSCc1ccc(Cl)cc1Cl)Nc1ccccc1C(=O)Nc1ccc(C(=O)O)cc1	-4%	-1%	-15%	-1%	-7%	-4%	-3%	4%	7
NS(=O)(=O)c1ccc(NC(=O)CN2CCCN(S(=O)(=O)c3ccc(F)cc3)CC2)cc1	14%	i	-15%	4%	-3%	2%	25%	10%	-29
Nc1nnn(CC(=O)N/N=C/c2cccc3ccccc23)n1	17%	10%	-4%	-3%	-1%	3%	2%	34%	/
O=C(C1CCC(=O)N(C2CC2)C1)N1CCN(c2ccc(Cl)cc2)CC1 (stereo not given)	-4%	-8%	-11%	0%	-8%	-6%	18%	15%	0
COc1cccc(C(=O)Nc2cc3c4c(c2)CC(=O)N4CCC3)c1	15%	-1%	-25%	-1%	/	/	32%[activator]	/	-24
NC(=O)C1(N2CCCCC2)CCN(C(=O)NC23CC4CC(CC(C4)C2)C3)CC1	-2%	0%	3%	-2%	-12%	-13%	0%	-2%	-5
CCCN1Cc2cccc(C(=O)NC(CC(=O)OCC)c3ccc(C)cc3)c2C1=O (stereo not given)	-5%	i	-6%	-2%	-12%	-7%	42%[activator]	-18%	3
O=C1N(Cc2ccccc2)c2ccccc2C1(O)c1c[nH]c2ccccc12 (stereo not given)	/	7%	-32%	-8%	-20%	-8%	?	-11%	/
CCOC(=O)C1(C)C=C(Nc2ccc(C(=O)O)cc2)C(=O)N1c1ccc(C(=O)O)cc1 (stereo not given)	/	3%	?	-16%	-1%	-4%	5%	-23%	/
CC(=O)OCc1cnc(C)c2oc(=O)c(C(=O)Nc3ccc(C)cc3Cl)cc12	/	i	-5%	-6%[60.1 µM]	1%	-6%	4%	9%	4
COc1ccccc1-c1noc(-c2ccc(NC3CCCCC3)c([N+](=O)[O-])c2)n1	/	7%	-9%	-23%	1%	-4%	3%	-13%	/
CC(NC(=O)c1ccc(OC2CCN(S(=O)(=O)N(C)C)CC2)cc1)C1CC1 (stereo not given)	4%	-9%	-22%	-9%	-13%	2%	153%[activator]	17%	4
Cn1c(N)c(C(=O)COC(=O)CC2CC3CCC2C3)c(=O)n(C)c1=O (stereo not given)	-5%	i	-8%	-22%	?	-1%	138%[activator]	7%	-7
Cc1ccc(S(=O)(=O)CC(N)=O)cc1	3%	3%	-3%	-4%	-8%	-2%	7%	-3%	-1
O=C1COc2ccc(C(=O)CSc3nc4ccccc4c(=O)n3-c3ccc(Cl)c(Cl)c3)cc2N1	4%	-6%	-12%	3%	-6%	-4%	73%[activator]	4%	-22
CC1(c2nnc(Cc3ccccc3)o2)CC(c2ccc(Cl)cc2)=NO1 (stereo not given)	/	3%	-7%	-10%	/	/	0%	/	/
Cc1nc2ccn(Cc3ccco3)c(=O)c2cc1C(=O)NCc1ccc(F)cc1	/	-3%	-8%	6%	-3%	1%	2%	-1%	7
COc1ccc(C(=O)CNc2ccccc2CO)cc1	-6%	-9%	-20%	-6%	-20%	0%	107%[activator]	23%	-1
CCCn1c2ccc(F)cc2c2nnc(SCCN(CC)CC)nc21	/	7%	-8%	-10%	-10%	28%	-22%	-9%	6
CCOC(=O)c1ccc(N2C(=O)c3n[nH]c(-c4ccco4)c3C2c2ccc(OCC)cc2)cc1 (stereo not given)	/	-7%	-19%	-14%	-8%	-15%	-27%	?	-31

These rows are one share of the data; the hit share may differ from the screen's.
